Shn3 3UTR inh: reduction of Shn3 3'UTR firefly luciferase signal, primary screen, Schnurri-3 inhibitor project, cell-based, Clone20 osteoblasts, set 2. Clone20 osteoblast Shn3 3'UTR firefly luciferase, 24 h. inhibition, % at 12.5 µM. 0.52% of 360,000 active;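 active = mean inhibition of at least 75% with every replicate also reaching 75%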;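 also: 0% = median of neutral control wells and 100% = pilot-screen positive control compound; some compounds past the cut are filed as inactive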
CF NFkB block: inhibitors of PAF-induced NF-kB signaling, primary screen, cell-based, GFP fluorescence, uHTS. 0.86% of 360,000 active. KKLEB NF-kB-GFP reporter, GFP fluorescence overnight. inhibition, % at 5 µM;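 active = at least 50% inhibition at 5 µM, scaled per plate between neutral and stimulator controls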;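 also: PAF is a Pseudomonas aeruginosa culture filtrate used as stimulus; plate controls were PAF-stimulated DMSO wells for no effect and unstimulated DMSO wells for full effect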
CaV13 FRET inh: Disruptors of the CACNA1D IQ motif to Ca2+-dependent inactivation inhibitor domain association, primary screening, Förster resonance energy transfer in intact living …; HEK cells, CFP/YFP FRET ICDI-IQ, plate reader, 10 min; percent FRET-ratio fall versus neutral wells; AID 743397; 0.098% of 340,000 active; inhibition, % at 12.3 µM;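 active = mean replicate inhibition of at least 30% and at least 1% of replicates passing that level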;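 also: 0% = median of the neutral control wells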
PDI inh: inhibitors of human PDI, primary screen, biochemical, turbidity, single point, plate reader | inhibition, % at 10 µM | Protein disulfide-isomerase (Homo sapiens), P07237 | PDI insulin aggregation turbidity, A650, 90 min | 0.052% of 350,000 active | AID 588391, 2011;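 active = mean inhibition across replicates of 30% or more, whatever share of single replicates reach that level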;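 also: absorbance from insulin aggregation driven by PDI reduction with DTT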
Target sequence (P07237 whole entry, looked up): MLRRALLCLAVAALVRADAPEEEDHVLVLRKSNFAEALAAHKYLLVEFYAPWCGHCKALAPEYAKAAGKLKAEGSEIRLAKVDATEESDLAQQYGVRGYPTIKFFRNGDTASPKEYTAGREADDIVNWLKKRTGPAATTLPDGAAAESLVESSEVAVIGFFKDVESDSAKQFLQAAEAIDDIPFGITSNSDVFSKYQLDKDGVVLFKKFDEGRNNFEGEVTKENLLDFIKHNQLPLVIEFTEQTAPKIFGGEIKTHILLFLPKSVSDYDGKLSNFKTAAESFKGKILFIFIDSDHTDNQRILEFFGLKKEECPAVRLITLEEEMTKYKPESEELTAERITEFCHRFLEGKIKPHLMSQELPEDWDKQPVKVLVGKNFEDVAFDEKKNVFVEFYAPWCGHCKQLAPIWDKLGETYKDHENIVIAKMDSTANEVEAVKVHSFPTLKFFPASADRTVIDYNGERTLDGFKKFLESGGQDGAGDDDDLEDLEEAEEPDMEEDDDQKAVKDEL
MITF TRPM1 inh: inhibitors of MITF-dependent TRPM1 promoter reporter, primary screen, cell-based, SK-MEL-5, single point, luciferase | SK-MEL-5 TRPM1 promoter luciferase, 24 h | AID 488899, 2010 | 0.83% of 330,000 active | inhibition, % at 12.5 µM;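 active = mean inhibition across replicates of 60% or more, whatever share of single replicates reaches that level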; also: values of inactives mirror those of a sister screen read the other way
Vif imaging: HIV Vif self-association inhibitors, primary screen, imaging, HEK293T, single point | inhibition, % at 7.49 µM | HEK293T cells, Vif self-association by quenched fluorescence, 24 h | 0.35% of 340,000 active; in the data active = inhibition above about 50%, passing the limit was not always enough; also: some results filed as inactive read as strong as hits
Peg3 prom inh: Peg3 promoter-driven luciferase inhibitors, primary screen, cell-based, HeLa, luciferase luminescence; HeLa PEG-Prom luciferase reporter, overnight; inhibition, % at 20 µM; 1.7% of 360,000 active; AID 588405, 2011;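 active = inhibition of at least 50% at 20 µM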
KKLEB cytotox: cytotoxicity in KKLEB CF airway cells, primary screen, cytotoxicity control for CF NF-kB inhibitor project, cell-based, uHTS, fluorescence assay plates; KKLEB CF airway cells viability, ATPlite luminescence, overnight; active compounds read low; cells stimulated with P. aeruginosa culture filtrate; activity change (cytotoxicity), % at 5 µM; 0.36% of 360,000 active;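 active = corrected activity change at or below -50% at 5 µM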
NR2E3 ag-1: inhibitors of NR2E3-RetCOR corepressor binding, primary screen, NR2E3 agonist project, biochemical, TR-FRET, GST-NR2E3, biotin-RetCOR; Photoreceptor-specific nuclear receptor (Homo sapiens), Q9Y5X4; 1536-well; inhibition of corepressor binding, % at 4.78 µM; 0.12% of 320,000 active; AID 2300, 2010;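 active = percent inhibition above the cutoff of mean plus 3 SD of all tested compounds, set per screening campaign, cut at about 20% in these data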;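 also: 0% = DMSO wells and 100% = biotin wells as full block of FRET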
Target sequence (Q9Y5X4 whole entry, looked up): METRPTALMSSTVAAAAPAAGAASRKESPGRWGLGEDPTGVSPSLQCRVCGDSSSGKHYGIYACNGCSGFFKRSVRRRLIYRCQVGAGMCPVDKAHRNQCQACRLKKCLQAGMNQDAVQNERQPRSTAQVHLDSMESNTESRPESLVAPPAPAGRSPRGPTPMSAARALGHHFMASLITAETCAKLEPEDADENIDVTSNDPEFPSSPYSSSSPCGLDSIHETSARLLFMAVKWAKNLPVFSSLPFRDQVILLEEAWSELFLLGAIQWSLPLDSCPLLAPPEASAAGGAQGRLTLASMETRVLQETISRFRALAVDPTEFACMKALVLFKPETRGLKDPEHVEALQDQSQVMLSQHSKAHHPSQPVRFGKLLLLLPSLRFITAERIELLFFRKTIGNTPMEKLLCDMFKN
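Test system – NR2E3–RetCOR corepressor complex · Quantity – NR2E3 fusion 1.35 nM · Buffer or medium – Tris pH 7.5 · Incubation – Compound–protein incubation for 5 h at 4 °C · Technique – TR-FRET, Eu(K)-anti-GST donor, streptavidin-D2 acceptor, ex 340, em 617/671 nm · Evaluation – percent inhibition of 671/617 nm emission ratio versus biotin and DMSO controls · Plate – 1536-well format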
NR2E3 ag-2: NR2E3 agonists in two-hybrid cells, primary screen, cell-based, luminescence, CHO-S, Gal4-NCOR/VP16-NR2E3; inhibition of corepressor binding, % at 3.98 µM; AID 602229, 2012; luciferase; Photoreceptor-specific nuclear receptor (Homo sapiens), Q9Y5X4; 0.35% of 360,000 active;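 active = inhibition above the mean of all tested compounds plus 3 SD, cut at about 70% in these data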;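 also: 0% = DMSO with NR2E3 transfected cells and 100% = cells lacking NR2E3 construct; higher means lower luciferase signal from less NR2E3 corepressor binding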
HIF-2a inh: HIF-2a reporter inhibitors, primary screen, luminescence, 786-0 RCC cells. inhibition, % at 18.8 µM. AID 624352, 2012. 0.72% of 360,000 active. 786-0 RCC cells HIF-2a reporter, luciferase luminescence, overnight;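 active = inhibition of the luminescence signal of 40% or more relative to plate controls, in a single-dose primary screen at 18.75 µM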
The depositor's hits bear a star; . = no result given.

Each structure is followed by: Shn3 3UTR inh, CF NFkB block, CaV13 FRET inh, PDI inh, MITF TRPM1 inh, Vif imaging, Peg3 prom inh, KKLEB cytotox, NR2E3 ag-1, NR2E3 ag-2, HIF-2a inh
O=C(Nc1cccc(S(=O)(=O)N2CCCCC2)c1)c1ccccc1NS(=O)(=O)c1ccc(F)cc1
 : 21, 44, -15, -1, 18, -28, 37, -19, -1, 86*, 4
CC(=O)C(C)Oc1cc(C)cc2oc(=O)c(C)c(C)c12 (stereo unspecified)
 : 0, -23, -8, -1, -9, 0, -4, 4, -2, 5, -6
COc1ccccc1CCNC(=O)Cc1cccs1
 : 8, 2, -6, -2, 12, -1, -3, -10, 1, -16, -3
COCCNC(=S)N1CCN(c2cccc(C(F)(F)F)c2)CC1
 : 0, -5, -6, 0, -4, 6, 12, 5, 0, -60, 14
O=C(Nc1ccc(OCc2ccccc2)cc1)Nc1nnc([C@@H]2C[C@H](O)[C@@H](CO)O2)s1
 : -5, -4, -6, -14, ., 7, -4, 12, ., 8, -13
CCn1cc(CN2CCCC(CNC(=O)COc3ccccc3OC)C2)c(C)n1 (stereo unspecified)
 : 0, -13, -2, 14, -5, -7, -13, 0, -1, 5, 4
Cc1cccc(C)c1OCC(O)CN1CCC(CN2C(=O)c3cccc4cccc(c34)C2=O)CC1 (stereo unspecified)
 : 6, -11, -4, 4, 14, -41, 55*, -13, 5, -14, 29
Cc1nn(C)c(C(=O)Nc2ccn(Cc3ccccc3F)n2)c1[N+](=O)[O-]
 : 12, -6, -4, -2, 7, -9, 18, 2, -1, 0, 9
CCOc1ccc(-n2c(SCC(=O)Nc3ccc(OC)cc3)nc3sc4c(c3c2=O)CCN(C)C4)cc1
 : -1, 0, -2, 7, -8, -1, -17, 2, 0, -29, 17
CNc1ccccc1-c1nc2ccccc2n(C)c1=O
 : 4, -8, ., -2, 16, 22, 11, 8, -1, 5, -6
CCN1C(=O)/C(=C2\C=Cc3ccccc3N2CC)SC1=S
 : 20, -13, ., -7, 4, -6, -41, 12, 1, -13, -93
Cc1cc(C)nc(NC(=O)/C=C/c2ccc(Cl)cc2Cl)c1
 : -51, 6, ., 16, -87, -3, -223, -13, 5, -56, -313
O=S(=O)(NCC(c1ccco1)N1CCOCC1)c1ccc(Cl)cc1 (stereo unspecified)
 : 4, 8, -4, -4, -2, -3, 10, 12, -2, -2, 21
COc1cccc(CN2CC(C(=O)N(C)CCCC3CCCC3)CCC2=O)c1 (stereo unspecified)
 : -12, 10, -5, -9, 5, -2, -4, 1, 0, -2, -25
CCCCNc1nc(Nc2ccc(C)c(Cl)c2)c2cnn(C)c2n1
 : 39, 4, -17, 19, 12, -23, 28, 4, 4, -1, 10
CCOc1ccc(CCN2C(=S)N([C@@H](CC(C)C)CN3CCCC3CN3C(=S)NC[C@@H]3CC(C)C)C[C@@H]2CC(C)C)cc1 (stereo partly specified)
 : 63, 18, -3, -11, 4, -10, -3, -7, ., -5, -5
Cc1cc(C)cc(OC(C)c2ccnc3nc(/N=C/N(C)C)nn23)c1 (stereo unspecified)
 : -11, -13, -4, -5, -12, -11, 2, -11, 2, 0, 1
Cc1ccccc1NC(=O)Nc1nc(C(N)C2CCCCC2)cs1 (stereo unspecified)
 : 12, 18, -5, -1, ., 0, 86*, -14, ., 23, 2
CCOc1cc(N2CCOCC2)c(OCC)cc1NC(=O)COC(=O)[C@@H]1CCCN1S(=O)(=O)c1ccccc1F
 : 0, 13, -7, 2, -1, 0, 3, -16, 3, -13, 8
Cc1ccc(NC(=O)C2(C)CCN2C(=O)CC(c2ccccc2)c2ccccc2)cc1 (stereo unspecified)
 : -18, 0, -10, -2, ., -12, 9, 2, ., -10, -2

Marked active in Peg3 prom inh, among the entries above:
SMILES	Shn3 3UTR inh	CF NFkB block	CaV13 FRET inh	PDI inh	MITF TRPM1 inh	Vif imaging	Peg3 prom inh	NR2E3 ag-1	NR2E3 ag-2	HIF-2a inh
Cc1cccc(C)c1OCC(O)CN1CCC(CN2C(=O)c3cccc4cccc(c34)C2=O)CC1 (stereo unspecified)	6	-11	-4	4	14	-41	55*	5	-14	29
Cc1ccccc1NC(=O)Nc1nc(C(N)C2CCCCC2)cs1 (stereo unspecified)	12	18	-5	-1	.	0	86*	.	23	2

Next section:
Each structure is followed by: Shn3 3UTR inh, CF NFkB block, CaV13 FRET inh, PDI inh, MITF TRPM1 inh, Vif imaging, Peg3 prom inh, KKLEB cytotox, NR2E3 ag-1, NR2E3 ag-2, HIF-2a inh
CC(=O)Nc1cc([N+](=O)[O-])ccc1OCc1ccccc1
 : 6, 7, -13, -23, 0, 6, 5, 11, ., -2, -44
O=C(O)c1ccc(N2CCc3ccccc32)c([N+](=O)[O-])c1
 : 5, -19, -19, -5, 15, -7, -12, -4, 1, 15, 5
Cc1ccc(NC(=O)CS(=O)CC(=O)N(c2ccccc2F)C(C)C(=O)NC2CCCC2)cc1 (stereo unspecified)
 : 1, 1, -4, -2, -3, -8, 15, 2, 1, -12, 7
C#CC(C)(CC)NC(=O)Cn1nnc(-c2ccc(S(C)(=O)=O)cc2)n1 (stereo unspecified)
 : 11, 0, -5, -5, 0, 3, 2, 15, 5, -23, 6
COc1ccc([C@H]2/C=C\CN(Cc3ccc(N(C)C)cc3)[C@@H](C)C(=O)N2Cc2ccc(F)cc2)cc1
 : -3, 11, -5, -2, -1, -2, -70, -10, 1, 6, -8
O=C1CN(C(=S)Nc2ccccc2Cl)CCN1
 : 19, 35, -7, 12, 3, -3, 8, -7, -2, 3, 8
CC1CCN(C(=O)C2CCCN(S(=O)(=O)c3cccc4nsnc34)C2)CC1 (stereo unspecified)
 : -12, 1, -5, 9, -3, -2, 11, 0, 1, -16, 2
COc1cc2c(C(=O)O)c(C)n(-c3ccccc3)c2c2ccccc12
 : 18, -3, -4, 3, 5, -12, -1, 11, 3, -23, 6
CSc1ccc(/C=C/C(=O)Nc2ccccc2)cc1
 : 46, -4, 7, -7, -47, -11, -128, -24, 2, -101, -114
COc1cc(NC(=O)CCc2c(C)[nH]c(=O)c(C#N)c2C)cc(OC)c1
 : -7, 4, -5, -3, -7, 10, 4, 5, 1, -1, 7
O=C(NN=Cc1ccccc1Cl)c1ccccc1
 : -23, 14, -6, 0, ., -1, -332, -14, ., -81, -235
COc1cccc(S(=O)(=O)N(C)C[C@@H]2OCc3cnnn3CCCC(=O)N([C@@H](C)CO)C[C@H]2C)c1
 : -6, -30, -5, -4, ., 12, -6, 9, ., 16, -16
O=C(C1CCCN1S(=O)(=O)c1cccc2nsnc12)N1CCCCC1 (stereo unspecified)
 : -9, -15, -6, 4, -8, 4, 13, 2, -4, -7, 11
CCCCOc1ccc(/C=C2/Sc3ccccc3C2=O)cc1
 : 8, -23, -4, -6, 0, 27, -191, 11, 1, -6, -184
CN(Cc1ccccc1)C(=O)c1[nH]cnc1C(=O)Nc1ccccc1
 : -2, 7, -11, -4, -24, -9, -34, 6, 2, -31, -70
Cc1ccc(-n2nc3c(=O)n(CCCC(=O)NCc4ccccc4C)nc(C)c3c2C)cc1
 : 9, 6, -7, 1, 27, 6, 35, -1, 0, 43, 6
O=C(C1CC1)N1CCN(Cc2ccccc2)CC1
 : 5, 6, -4, -4, 6, -7, -1, -4, -2, 29, 10
CN1/C(=C\C(=O)CSc2nncn2C)C(C)(C)c2ccccc21
 : 35, -8, -5, -3, 8, -7, 6, 5, 0, -19, 22
Cc1ccc(-c2ccc(CO)o2)cc1N
 : -5, -34, -5, 0, -9, 7, -46, 18, 6, -1, -46
O=C(COc1ccc([N+](=O)[O-])cc1Cl)Nc1ccc2[nH]c(=O)[nH]c2c1
 : -7, -28, -6, 4, -6, 0, 9, -6, ., -9, 17

Part of the list above, field by field.
Cc1cccc(C)c1OCC(O)CN1CCC(CN2C(=O)c3cccc4cccc(c34)C2=O)CC1 (stereo unspecified)
  Shn3 3UTR inh = 6	CF NFkB block = -11	CaV13 FRET inh = -4	PDI inh = 4	MITF TRPM1 inh = 14	Vif imaging = -41	Peg3 prom inh = 55*	KKLEB cytotox = -13	NR2E3 ag-1 = 5	NR2E3 ag-2 = -14	HIF-2a inh = 29
Cc1nn(C)c(C(=O)Nc2ccn(Cc3ccccc3F)n2)c1[N+](=O)[O-]
  Shn3 3UTR inh = 12	CF NFkB block = -6	CaV13 FRET inh = -4	PDI inh = -2	MITF TRPM1 inh = 7	Vif imaging = -9	Peg3 prom inh = 18	KKLEB cytotox = 2	NR2E3 ag-1 = -1	NR2E3 ag-2 = 0	HIF-2a inh = 9
CCOc1ccc(-n2c(SCC(=O)Nc3ccc(OC)cc3)nc3sc4c(c3c2=O)CCN(C)C4)cc1
  Shn3 3UTR inh = -1	CF NFkB block = 0	CaV13 FRET inh = -2	PDI inh = 7	MITF TRPM1 inh = -8	Vif imaging = -1	Peg3 prom inh = -17	KKLEB cytotox = 2	NR2E3 ag-1 = 0	NR2E3 ag-2 = -29	HIF-2a inh = 17
CNc1ccccc1-c1nc2ccccc2n(C)c1=O
  Shn3 3UTR inh = 4	CF NFkB block = -8	CaV13 FRET inh = .	PDI inh = -2	MITF TRPM1 inh = 16	Vif imaging = 22	Peg3 prom inh = 11	KKLEB cytotox = 8	NR2E3 ag-1 = -1	NR2E3 ag-2 = 5	HIF-2a inh = -6

Following part
Each structure is followed by: Shn3 3UTR inh, CF NFkB block, CaV13 FRET inh, PDI inh, MITF TRPM1 inh, Vif imaging, Peg3 prom inh, KKLEB cytotox, NR2E3 ag-1, NR2E3 ag-2, HIF-2a inh
S=C(NCCN1CCOCC1)N/N=C/c1ccccc1
 : 7, 0, -5, -3, 0, 20, 16, -15, -1, -2, 7
O=C(COc1ncnc2ccccc12)Nc1ccc(Cl)c([N+](=O)[O-])c1
 : -2, 8, 0, -9, -3, 0, 14, -20, 3, 5, 33
CCOC(=O)C1(CCOc2ccccc2)CCN(Cc2ccc(OC)c(COC)c2)CC1
 : 88*, -10, 5, -2, 21, -28, 11, 0, 5, 38, 20
Cc1cc(NC(=O)Nc2cc(C)nn2-c2ccccc2)n(-c2ccccc2)n1
 : -1, -7, 0, -2, -5, 1, -20, -3, 0, -10, 7
C=CCn1c(SC(C)C(N)=O)nc2sc(CC)cc2c1=O (stereo unspecified)
 : 15, 1, -4, 6, 11, 9, 13, 6, 1, -3, 5
CC(C)(C)c1ccccc1NC(=O)c1cccnc1
 : -2, 6, -8, 7, -1, 8, 12, 1, 2, 19, 15
